# Assay outcomes: PubChem BioAssay, several laboratories
# Lipid droplet – modulators of hepatic lipid droplet formation | actives 0.4% (n = 240,000) | inhibition, % at 6.5 µM | AML12 mouse hepatocytes, oleate lipid droplets, BODIPY imaging | AID 1656;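 active means lipid droplet intensity inhibited by at least 50%, with more than 500 cells counted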
#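 Assay system: AML12 hepatocytes (mouse) / Also added: 100 µM oleic acid challenge / Times: overnight treatment with compound plus oleate / Detection: high-content imaging of BODIPY-stained droplets and DAPI nuclei / Evaluation: % inhibition of lipid droplet signal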
# UTI89 phage lysis – inhibition of K1F phage lysis, E. coli UTI89, bacterial capsule biogenesis inhibitors, alamar blue (AID 488966). E. coli UTI89 K1F phage lysis, alamar blue, 2 h; higher % means a stronger effect. inhibition, % at 100 µM; hits with a dose series show IC50 in µM. actives 0.02% (n = 340,000);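 active means phage lysis inhibition, versus mean bacterial control, above a set limit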;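 further: capsule biogenesis inhibitors block K1F phage lysis so surviving cells raise fluorescence; higher fluorescence means more inhibition of phage lysis; actives were called in the ten point dose series up to 300 µM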
# Siah-1 displacement – Siah-1 peptide-binding antagonists, primary screen, biochemical, fluorescence polarization, rhodamine-plectin, uHTS (AID 1817) | Siah-1 / rhodamine-plectin peptide fluorescence polarization; higher % means a stronger effect | displacement, % at 20 µM, or IC50 in µM where a hit was titrated | actives 0.02% (n = 290,000);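 active means displacement of at least 50% at 20 µM, with a fluorescence ratio check between 0.3 and a set limit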;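 further: plate controls were Siah plus tracer with DMSO for no effect and tracer alone without Siah for full effect; strong numbers were not always called active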
# Lipid droplet cells 6.5 µM – also measured in Lipid droplet; calls as there; cell count; measured here: cell count, cytotoxicity flag;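 cells counted across two imaged fields per well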
# * hit, by the source's call; [ ] = another dose, or the depositor's remark. An excerpt; the hit share may differ from the screen's.
Compound	Lipid droplet	Lipid droplet cells 6.5 µM	UTI89 phage lysis	Siah-1 displacement
CCCCCCc1ccc(N2C[C@H](CCCCC)[C@@H](CC(=O)NCc3ccc(OC)cc3)C2=O)cc1	-2	795	-0.5%	-3%
COc1ccc(NC(=O)CSCC(=O)Nc2cc(Cl)ccc2N2CCCC2)cc1	34	674	0.0%	-6%
CC#CC(=O)NCC1(N(C)Cc2ccccc2)Cc2ccccc2C1	-2	818	-2.0%	4%
CCSc1nnc2ccc(-c3ccc(C)cc3)nn12	44	784	0.7%	-6%
O=C(CN(Cc1ccccc1)C(=O)CNS(=O)(=O)c1ccc(Cl)cc1)NCC1CCCO1 (stereo not given)	-8	845	0.2%	3%
Cc1ccsc1C(=O)N1CCCC(N2CCN(c3cccc(Cl)c3)CC2)C1 (stereo not given)	32	751	-0.6%[50 µM]	0%
Cc1cc(C)c(C(=O)N(CCN(C)C)CC2CCCN(Cc3ccccc3F)C2)o1 (stereo not given)	0	785	0.2%	-2%
COCCNC(=S)N(CCCO)Cc1cc2cc3c(cc2[nH]c1=O)OCCO3	10	819	6.5%	3%
Cc1ccccc1NC(=O)C1Cc2ccccc2CN1C(=O)c1ccco1 (stereo not given)	-18	650	1.7%	-2%
CSCCC(NC(=O)COc1ccccc1)C(=O)N1CCN(C(C)=O)CC1 (stereo not given)	3	725	1.1%[50 µM]	0%
Cc1c(CN2CCN(CC(C)C)C(CCO)C2)[nH]c2ccc(Cl)cc12 (stereo not given)	-2	815	0.0%	4%
Cc1ccc(N(CC(=O)N2CCCC2)S(C)(=O)=O)c(C)c1	2	753	-0.9%	2%
O=C(Nc1nnc(C2=COCCO2)o1)c1ccc(F)cc1	-1	833	-0.1%	1%
CN(C)CCNC(=O)C(=O)Nc1cc2c3c(c1)CCC(=O)N3CCC2	19	774	0.8%	-1%
CCN(Cc1ccccc1)C(=O)Cn1cc(S(=O)(=O)NC)c(S(=O)(=O)NC)c1	-5	814	0.2%	5%

# Remaining list, next part.
Compound	Lipid droplet	Lipid droplet cells 6.5 µM	UTI89 phage lysis	Siah-1 displacement
CCOc1ccccc1C1NC(=O)CCC1[N+](=O)[O-] (stereo not given)	20	847	0.5%	-2%
COCC(CN1CCN(C2=NS(=O)(=O)c3ccccc32)CC1)OC(=O)c1ccccc1 (stereo not given)	-5	783	-0.1%	3%
O=C(CSc1nccn1Cc1ccco1)Nc1ccccc1C(F)(F)F	-9	855	0.1%	5%
CCOc1ccc(NC(=O)CCC(=O)Nc2cc(OC)c(NC(=O)c3ccco3)cc2OC)cc1	30	765	0.5%	4%
O=C(O)CCn1c(-c2ccccn2)nc2ccccc21	4	800	-1.5%	8%
Cc1ccc(OC(C)C(=O)Nc2ccc(S(=O)(=O)Nc3nccs3)cc2)cc1 (stereo not given)	-2	809	2.0%[50 µM]	13%
O=C(COC(=O)C1C2CC3OC(=O)C1C3C2)Nc1ccc(Br)cc1 (stereo not given)	12	787	-0.2%	-5%
O=C(COc1ccc2ccc(=O)oc2c1)NCCc1c[nH]c2ccc(F)cc12	5	658	0.2%	-3%
NC(=O)c1nsc(C(=O)N(c2ccccc2)C(C(=O)NCc2ccc(F)cc2)c2ccco2)c1N (stereo not given)	2	803	0.3%	-2%
O=C(Nc1ccccc1C(F)(F)F)C1CCCC1	-2	774	0.2%	15%
COc1ccc(C(=O)CSc2nnc(CNC(=O)c3ccccc3F)n2C)cc1OC	8	556	0.1%	2%
O=C(O)c1ccc(NS(=O)(=O)c2cc(Cl)sc2Cl)cc1	-1	828	0.2%	2%
Cc1cc(C(=O)NC(C)C2CCCO2)c(C)o1 (stereo not given)	2	856	-0.1%	9%
CCOC(=O)c1[nH]c(C)c(C(=O)N2CCCC(Nc3ccc(C)c(C)c3)C2)c1C (stereo not given)	-4	794	4.9%	-7%
Cc1cccc(-c2c(NC(=O)c3ccco3)oc3ccc(Cl)cc3c2=O)c1	-1	761	0.3%	1%

# More compounds
Compound	Lipid droplet	Lipid droplet cells 6.5 µM	UTI89 phage lysis	Siah-1 displacement
CCOc1ccc(NC(=S)N2CCN(S(=O)(=O)c3ccc(OC)cc3)CC2)cc1	-2	873	0.2%	4%
O=C(O)c1cc(NC(=O)c2ccc3c(c2)C(=O)N(Cc2ccccc2)C3=O)cc(C(=O)O)c1	-1	741	-0.1%	2%
CN(C)CCn1ccc(O)c(Cc2ccc(Cl)cc2)c1=O	1	720	0.3%	-1%
O=C(N/C(=C\c1ccc([N+](=O)[O-])cc1)C(=O)N1CCCCC1)c1ccc(Br)o1	0	694	0.7%[50 µM]	7%
O=C(NCC1CCCO1)c1ccc[nH]1 (stereo not given)	-41	746	-0.1%	4%
Cc1ccc(CN2C(=O)CSC2c2ccccc2F)cc1 (stereo not given)	-11	852	0.1%	-4%
O=C(NCc1ccccc1F)c1ccc2ccccc2n1	28	800	0.3%	-4%
CC(Oc1ccc(C(C)(C)C)cc1)C(=O)NC1CC(C)(C)NC(C)(C)C1 (stereo not given)	1	545	0.0%	-1%
COc1ccc2c(ccc[n+]2CC(=O)c2ccccc2)c1	-1	775	-0.3%	-5%
Cc1ccc(NC(=O)C2C3C=CC4(O3)C2C(=O)N(CCCN2CCCCC2)C4C(=O)NC2CCCCC2)cc1C (stereo not given)	-4	806	-0.2%	2%
COCCn1c(SCC(=O)N2CCCCCC2)nc2c([nH]c3ccccc32)c1=O	0	629	0.2%[50 µM]	6%
CC(SCc1ccccc1)C(=O)Nc1ccccc1 (stereo not given)	-6	815	-1.0%	5%
COc1ccc(C(=O)N2CCN(CCNC(=O)C(=O)Nc3ccc(F)cc3)CC2)cc1	-1	781	0.0%	1%
CCc1cc(=O)oc2cc(OCC(=O)NCCCN3CCOCC3)c(Cl)cc12	6	660	0.1%	12%
CCCC(C(=O)NC(C)(C)C)N(CC1CCCO1)C(=O)CNS(=O)(=O)c1ccc(F)cc1 (stereo not given)	-4	821	0.0%	3%

# New compounds follow
Compound	Lipid droplet	Lipid droplet cells 6.5 µM	UTI89 phage lysis	Siah-1 displacement
NS(=O)(=O)c1ccc(NC(=O)CSc2cn[nH]n2)cc1	-25	811	0.0%	4%
COCCN(C(=O)CCC(=O)Nc1cc(C)on1)C(C(=O)NC(C)(C)C)c1ccc(OC)cc1 (stereo not given)	20	816	-0.1%	-3%
COc1ccc(NC2CCCN(C(=O)c3ccc(C)nc3)C2)cc1 (stereo not given)	1	808	-0.5%[50 µM]	6%
O=C(O)C1CCCCC1C(=O)NCCCN1CCCC1=O (stereo not given)	-8	770	-0.1%	8%
Cc1ccc(S(=O)(=O)N2CCCCC2)cc1C(=O)NCc1ccncc1	10	876	0.4%	5%
O=C(NC(=S)NCc1cccnc1)c1ccccc1F	4	809	0.5%	-5%
CCNC(=O)/C(C#N)=C/c1c(N2CCN(C)CC2)nc2c(C)cccn2c1=O	1	807	-0.1%	4%
CCN1CCN(C(=O)c2cc(=O)c3cc(C)ccc3o2)CC1	-8	831	0.2%	-2%
CCOC1=C/C(=C/c2c(N)n3nc(CC(=O)N4CCCC4)sc3nc2=O)C=CC1=O	15	812	0.1%	1%
CCn1c(/C=C/c2ccc(F)cc2)nc2ccccc2c1=O	-4	803	0.2%	6%
COc1ccc2[nH]c3c(N4CCc5ccccc5C4)ncnc3c2c1	-77	549	0.3%	-9%
Cc1ccc(S(=O)(=O)c2nnn3c2nc(N2CCC(C(N)=O)CC2)c2ccccc23)cc1	7	757	0.3%	-3%
O=C(CN1CCN(CC(=O)Nc2ccc(-c3ccccc3)cc2)CC1)Nc1ccc(F)cc1	1	816	0.2%	-3%
NS(=O)(=O)c1ccc(CCNC(=O)C(c2ccccc2)c2ccccc2)cc1	1	803	0.2%	4%
CCCNC(=O)c1ccccc1NC(=O)c1ccc2c(c1)NC(=O)C(C)S2 (stereo not given)	5	867	0.4%[50 µM]	4%

# Next section:
Compound	Lipid droplet	Lipid droplet cells 6.5 µM	UTI89 phage lysis	Siah-1 displacement
Cc1cccc(CNC(=O)C2CCC(=O)N(C3CCCC3)C2)c1 (stereo not given)	2	819	0.7%[50 µM]	3%
O=C(N/N=C\c1ccncc1)c1ccc(Br)s1	-3	838	0.3%	3%
COc1ccc(-c2csc(NC(=O)C3CCN(C(=O)c4ccc(F)cc4)CC3)n2)cc1OC	-9	802	-0.1%	4%
O=c1ccc(-c2ccc(S(=O)(=O)N3CCN(c4ccccc4)CC3)o2)n[nH]1	-6	659	0.1%	-2%
NC(=O)COC(=O)c1ccc2c(c1)S(=O)(=O)c1ccccc1C2=O	-2	778	0.1%	0%
COC(=O)Cc1nnc(SCC(=O)Nc2ccccc2)c2ccccc12	-2	781	-0.1%	13%
COc1ccc(CN2C(=NC(=O)COc3ccccc3)SC3CS(=O)(=O)CC32)cc1 (stereo not given)	-4	727	0.2%	-2%
CCCCOC(=O)C1=C(C)NC(=O)NC1c1cccc([N+](=O)[O-])c1 (stereo not given)	-7	875	0.3%	-3%
Cc1cc(NC(=O)Nc2ccc(Cl)cc2)n(C)n1	7	845	0.1%	-1%
CC(=O)Nc1ccc(S(=O)(=O)N2CCc3cc4c(cc3C2C)OCCCO4)cc1 (stereo not given)	-2	725	0.1%	-7%
Clc1ccc(N=C2SCC3CCCCN23)cc1 (stereo not given)	-6	728	0.2%	-3%
Cc1c(C(=O)Nc2ccc(S(=O)(=O)N3CCOCC3)cc2)cccc1[N+](=O)[O-]	-1	764	0.4%	-4%
CN(CC(=O)Nc1c(Cl)cccc1Cl)C(=O)c1cccn1C	21	817	-0.2%	-1%
COc1ccccc1N1CCN(C2CC(=O)N(c3cccc(Cl)c3)C2=O)CC1 (stereo not given)	-16	780	-0.8%	0%
COc1cc(/C=C2/C(=O)NN(c3ccccc3)C2=O)cc(Br)c1O	1	837	2.8%	2%

# (listing goes on)
Compound	Lipid droplet	Lipid droplet cells 6.5 µM	UTI89 phage lysis	Siah-1 displacement
CC(C)c1nc2cc(C(=O)N(C)C3CCOCC3)ccc2o1	1	823	-0.1%	0%
O=C(Cc1ccsc1)NNC(=O)c1cccc(Cl)c1	1	835	-0.1%	10%
Cc1cc(NC(=O)c2nn(C)c(C)c2Br)no1	-5	833	1.3%[50 µM]	-2%
CC1=CC(=O)C(C(C)C)=C/C1=C(\c1cc(C(C)C)c(OP(=O)(O)O)cc1C)c1ccccc1C(=O)O	34	899	-0.5%[50 µM]	7%
O=C(CN(C(=O)c1csnn1)c1ccccc1F)NCc1ccc2c(c1)OCO2	0	780	-0.3%	2%
COc1ccccc1C(=O)Nc1ccc2c(C)cc(=O)oc2c1	-9	833	0.0%	6%
COc1ccccc1N1CCN(C(=O)c2noc(C)c2[N+](=O)[O-])CC1	4	764	0.0%	-4%
COc1ccc(-c2nnc(SCC(=O)NCC3CCCO3)o2)cc1 (stereo not given)	1	824	0.0%	5%
O=C(c1ccccc1NS(=O)(=O)c1cccc([N+](=O)[O-])c1)N1CCCC1	-16	869	0.2%	2%
COCC(=O)N1CCC(Oc2ccc(C(=O)NC3CCOC(C)(C)C3)cc2)CC1 (stereo not given)	4	891	0.1%	-2%
COc1ccc(-n2ncc3c2CC(C)(C)CC3NC(=O)c2ocnc2C)cc1 (stereo not given)	-8	827	-0.1%	-4%
COc1cc(C(=O)NCCC(=O)N2CCC3(CC2)NCCc2[nH]cnc23)cc(OC)c1OC	-2	694	-0.1%	3%

# Filtered by structure, those above containing a furan ring, fused or not
Compound	Lipid droplet	Lipid droplet cells 6.5 µM	UTI89 phage lysis	Siah-1 displacement
Cc1cc(C)c(C(=O)N(CCN(C)C)CC2CCCN(Cc3ccccc3F)C2)o1 (stereo not given)	0	785	0.2%	-2%
Cc1ccccc1NC(=O)C1Cc2ccccc2CN1C(=O)c1ccco1 (stereo not given)	-18	650	1.7%	-2%
O=C(CSc1nccn1Cc1ccco1)Nc1ccccc1C(F)(F)F	-9	855	0.1%	5%
CCOc1ccc(NC(=O)CCC(=O)Nc2cc(OC)c(NC(=O)c3ccco3)cc2OC)cc1	30	765	0.5%	4%
NC(=O)c1nsc(C(=O)N(c2ccccc2)C(C(=O)NCc2ccc(F)cc2)c2ccco2)c1N (stereo not given)	2	803	0.3%	-2%
Cc1cc(C(=O)NC(C)C2CCCO2)c(C)o1 (stereo not given)	2	856	-0.1%	9%
Cc1cccc(-c2c(NC(=O)c3ccco3)oc3ccc(Cl)cc3c2=O)c1	-1	761	0.3%	1%
O=C(N/C(=C\c1ccc([N+](=O)[O-])cc1)C(=O)N1CCCCC1)c1ccc(Br)o1	0	694	0.7%[50 µM]	7%
O=c1ccc(-c2ccc(S(=O)(=O)N3CCN(c4ccccc4)CC3)o2)n[nH]1	-6	659	0.1%	-2%
